influenza NS1A = NS1A inhibition, H1N1 influenza, cell based functional assay (AID 504329); NS1A functional cell-based assay, percent inhibition; higher % means a stronger effect; one-dose inhibition, % at 12.5 µM; IC50 in µM for titrated hits; 340,000 tested, 0.3% active; in the data active = a potency from the dose series; inconclusive = inhibition above about 27% without an active follow-up result; note: strong numbers were not always called active
M. tuberculosis HTS = M. tuberculosis growth inhibition, HTS (AID 449762); M. tuberculosis H37Rv growth inhibition, 7H9 media; higher % means a stronger effect; inhibition, % at 25 µM; hits with a dose series show IC50 in µM; 330,000 tested, 0.59% active; in the data active = a potency from the dose series; inconclusive = inhibition above about 70% without an active follow-up result;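 note: bacterial growth assessed after seven days of incubation; strong numbers were not always called active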
tuberculosis growth = growth inhibition of non-replicating M. tuberculosis (AID 488890); Mycobacterium tuberculosis non-replicating, growth inhibition; higher % means a stronger effect; inhibition, % at 25 µM; hits with a dose series show IC50 in µM; 320,000 tested, 0.39% active; in the data active = a potency from the dose series; inconclusive = inhibition mostly from about 82% at the one dose, without a potency; inactive = the rest, 99 in 100 with inhibition below about 76%;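 note: plate controls were DMSO cells for no effect and high antibiotic wells for full effect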
Salmonella PhoP GFP = Inhibition of PhoP regulon, Salmonella typhi GFP reporter cells, confirmation, 4 h (AID 1850); Salmonella Typhi PhoP-promoter GFP reporter, fluorescence, 4 h; higher % means a stronger effect; inhibition, % at 50 µM, or IC50 in µM where a hit was titrated; 310,000 tested, 0.33% active; in the data active = a potency from the dose series; inconclusive = inhibition mostly from about 25% at the one dose, without a potency; inactive = the rest, 99 in 100 with inhibition below about 19%;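 note: 0% = induced wells with vehicle and 100% = uninduced wells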
inhibitors of VEEV = inhibitors of VEEV TC-83 cytopathic effect, confirmation, Vero cells (AID 588727) | Vero cells, VEEV TC-83 cytopathic effect inhibition; higher % means a stronger effect | one-dose inhibition, % at 20 µM; IC50 in µM for titrated hits | 350,000 tested, 0.13% active; in the data active = a potency from the dose series; inconclusive = inhibition mostly from about 14% at the one dose, without a potency; inactive = the rest, 99 in 100 with inhibition below about 12%; note: strong numbers were not always called active
inhibitors of VEEV 10K pilot screen = second read-out of inhibitors of VEEV, no call of its own (marks repeat the call); inhibition, %; measured here: 10K pilot screen inhibition
An asterisk follows results filed as active.

Screening CC(=O)OC1CCC2(C)C(CCC3C2CC(=O)C2(C)C3CC(C3CCCC3=O)C2C(C)=O)C1 (configuration not stated) returned influenza NS1A 6.9% and inhibitors of VEEV 4.9%.
CC(NC(=O)COC(=O)[C@@H]1CCCN1S(=O)(=O)c1ccccc1F)C12CC3CC(CC(C3)C1)C2 (some centres not stated) was read as influenza NS1A -4.9%, M. tuberculosis HTS -4.1%, tuberculosis growth 18.8%, Salmonella PhoP GFP 3.0% and inhibitors of VEEV inactive.
For N#Cc1cccc(NC(=O)CSc2ccc3c4c(cccc24)C(=O)c2ccccc2-3)c1 the results were influenza NS1A 2.7%, M. tuberculosis HTS -5.4%, tuberculosis growth -4.3%, Salmonella PhoP GFP -13.9% and inhibitors of VEEV 9.6%.
For Cc1cccc(C)c1NC(=O)C1(NC(=O)C2CCC(=O)N2)CCCCC1 (configuration not stated) the results were influenza NS1A -2.1%, M. tuberculosis HTS 3.0%, tuberculosis growth -12.4%, Salmonella PhoP GFP 5.5% and inhibitors of VEEV 0.0%.
`Cc1noc(C)c1COc1ccccc1C(=O)NCc1ccccc1Cl` gave influenza NS1A -6.3%, M. tuberculosis HTS -4.3%, tuberculosis growth -17.9%, Salmonella PhoP GFP 3.5% and inhibitors of VEEV 8.0%.
`Cc1ccc(CCNC(=O)c2ccc(CS(=O)(=O)Cc3ccccc3F)o2)cc1` gave influenza NS1A -2.9%, Salmonella PhoP GFP 1.5%, inhibitors of VEEV 2.5% and inhibitors of VEEV 10K pilot screen 7.7.
Cc1ccccc1NS(=O)(=O)c1nnc(NC(=O)c2ccc(Cl)cc2)s1 was read as influenza NS1A 6.4%, M. tuberculosis HTS -7.6%, Salmonella PhoP GFP -11.2% and inhibitors of VEEV 1.4%.
Nc1ccc2ccccc2c1 was read as influenza NS1A -1.3% and inhibitors of VEEV 1.6%.
COc1cc(OC)cc(C(=O)Oc2c(CN3CCOCC3)cc(Cl)c3cccnc23)c1 was read as influenza NS1A -7.0%, M. tuberculosis HTS inconclusive, tuberculosis growth 7.87µM*, Salmonella PhoP GFP 19.6% and inhibitors of VEEV inconclusive.
`Cc1cccc(CN2CCN(C(=O)CCc3nnc(C4CCCCC4)o3)CC2)c1` gave influenza NS1A 8.4%, M. tuberculosis HTS -9.5%, tuberculosis growth -13.5%, Salmonella PhoP GFP 3.9% and inhibitors of VEEV 1.0%.
For CN(C/N=C(\N)N[N+](=O)[O-])S(=O)(=O)c1ccccc1 the results were M. tuberculosis HTS -8.5%, tuberculosis growth -7.8%, Salmonella PhoP GFP 5.4% and inhibitors of VEEV 0.3%.
`Cc1nn(CCCC(=O)NCCc2ccccc2)c(C)c1[N+](=O)[O-]` gave influenza NS1A -4.5%, M. tuberculosis HTS -8.5%, tuberculosis growth 2.3%, Salmonella PhoP GFP 2.4% and inhibitors of VEEV 5.9%.
`O=C(Cn1cnc2ccccc21)N1CCN(S(=O)(=O)c2ccccc2)CC1` gave influenza NS1A 11.3%, M. tuberculosis HTS -1.1%, tuberculosis growth 3.5%, Salmonella PhoP GFP 2.2% and inhibitors of VEEV 0.7%.
O=C(O)CN1C(=O)C2C3CC(C2C1=O)C1C(c2ccccc2)c2sc(=O)[nH]c2SC31 (configuration not stated) was read as influenza NS1A 6.2%, M. tuberculosis HTS 0.1%, tuberculosis growth -13.7%, Salmonella PhoP GFP 1.1% and inhibitors of VEEV 0.5%.
Screening Nc1ccc(C(=O)N/N=C\C=C\c2cccc([N+](=O)[O-])c2)cc1 returned influenza NS1A 5.0%, M. tuberculosis HTS -0.7%, tuberculosis growth 9.5%, Salmonella PhoP GFP -3.3%, inhibitors of VEEV 4.1% and inhibitors of VEEV 10K pilot screen 2.3.
For OCC[C@@H]1C[C@H](O)[C@@H](O)[C@]2(CCCO2)O1 the results were influenza NS1A 1.8%, M. tuberculosis HTS -0.9%, tuberculosis growth -3.5%, Salmonella PhoP GFP -4.0% and inhibitors of VEEV 0.5%.
O=C(CCCOc1ccc(Cl)cc1Cl)N1CCc2ccccc2C1 was read as influenza NS1A 6.7%, M. tuberculosis HTS 7.7%, tuberculosis growth 49.5%, Salmonella PhoP GFP -17.8% and inhibitors of VEEV inactive.
Screening COc1ccc(C2NC(=S)NC(C)=C2C(=O)Nc2ccccn2)cc1 (configuration not stated) returned influenza NS1A 3.7%, M. tuberculosis HTS -6.4%, tuberculosis growth -24.2%, Salmonella PhoP GFP -6.4% and inhibitors of VEEV 0.2%.
CCOC(=O)c1c(NC(=O)CSc2nnnn2-c2ccccc2OCC)sc2c1CC(C)(C)NC2(C)C was read as influenza NS1A 7.8%, M. tuberculosis HTS inconclusive, tuberculosis growth 74.3%, Salmonella PhoP GFP 0.2% and inhibitors of VEEV 10.3%.
Screening CCc1nnc(NS(=O)(=O)c2ccc(NCc3ccccc3O)cc2)s1 returned influenza NS1A -15.1%, M. tuberculosis HTS -3.0%, tuberculosis growth 41.0%, Salmonella PhoP GFP 5.3% and inhibitors of VEEV 2.8%.
`O=C1CN(C(=O)c2ccccc2)C(c2ccc(F)cc2)c2cc(Br)ccc2N1` (configuration not stated) gave influenza NS1A -4.2%, M. tuberculosis HTS 7.5%, tuberculosis growth 32.1%, Salmonella PhoP GFP 2.0% and inhibitors of VEEV 1.5%.
Screening CC(NCC(=O)Nc1cc(S(=O)(=O)N2CCOCC2)ccc1N1CCOCC1)c1ccco1 (configuration not stated) returned influenza NS1A -11.2%, M. tuberculosis HTS 0.0%, tuberculosis growth -5.0% and inhibitors of VEEV 5.8%.
COC(=O)CSc1nnc2n(C3CCCCC3)c(=O)c3c4c(sc3n12)CCCC4 was read as influenza NS1A 0.1%, M. tuberculosis HTS -0.8%, tuberculosis growth inconclusive, Salmonella PhoP GFP 25.9% and inhibitors of VEEV inactive.
`C=CCNC(=S)NNc1nc2c(c(=O)[nH]1)C1(CCCC1)Cc1ccccc1-2` gave influenza NS1A 3.8%, M. tuberculosis HTS 2.6%, tuberculosis growth 14.5%, Salmonella PhoP GFP -7.0%, inhibitors of VEEV inactive and inhibitors of VEEV 10K pilot screen 1.4.
CCCC(=O)Nc1nnc(SCC(=O)Nc2ccc3c(c2)OCO3)s1 was read as influenza NS1A 22.8%, M. tuberculosis HTS -7.0%, tuberculosis growth 9.0%, Salmonella PhoP GFP 1.9% and inhibitors of VEEV inactive.
For COc1ccc(OC)c(NC(=O)CN2CCC(NC(=O)c3ccccc3C)CC2)c1 the results were influenza NS1A -1.5%, M. tuberculosis HTS 8.6%, tuberculosis growth 22.2%, Salmonella PhoP GFP 3.9% and inhibitors of VEEV inactive.
Screening COc1ccc(OCC(O)CN2CCC(CN3C(=O)c4cccc5cccc(c45)C3=O)CC2)cc1 (configuration not stated) returned influenza NS1A 7.9%, M. tuberculosis HTS 42.4%, tuberculosis growth inconclusive, Salmonella PhoP GFP 13.0% and inhibitors of VEEV inactive.
`Cc1c(Cl)cccc1Nc1nc(N)nc(CSCCO)n1` gave influenza NS1A 3.1% and inhibitors of VEEV 6.8%.
COc1ccc(C(=O)NC(=S)Nc2ccc(S(N)(=O)=O)cc2)cc1 was read as influenza NS1A 0.7%, M. tuberculosis HTS 3.2%, tuberculosis growth 17.2%, Salmonella PhoP GFP -2.9% and inhibitors of VEEV 2.1%.
Cn1nc([N+](=O)[O-])nc1N1CCN(c2ccc(F)cc2)CC1 was read as influenza NS1A 1.4%, M. tuberculosis HTS -3.4%, tuberculosis growth 6.0%, Salmonella PhoP GFP 3.0%, inhibitors of VEEV 3.0% and inhibitors of VEEV 10K pilot screen 1.0.
CCCOC(=O)C1=C(C)OC23OC(N)=C(C#N)C12C(=O)c1ccccc13 (configuration not stated) was read as influenza NS1A 7.2%, M. tuberculosis HTS -3.3%, tuberculosis growth 8.7%, Salmonella PhoP GFP -9.0% and inhibitors of VEEV 6.3%.
COC(=O)c1c(C)oc(C)c1S(=O)(=O)NCc1ccco1 was read as influenza NS1A 0.2%, M. tuberculosis HTS 2.3%, tuberculosis growth -4.9%, Salmonella PhoP GFP 3.2% and inhibitors of VEEV 2.3%.
Screening CCCC(=O)N(Cc1cc(=O)[nH]c2ccccc12)c1cccc(C)c1 returned influenza NS1A 0.9%, M. tuberculosis HTS -2.6%, tuberculosis growth 21.0%, Salmonella PhoP GFP 7.3% and inhibitors of VEEV 1.0%.
`CN(C)c1cccc(C(=O)Nc2ccc(S(=O)(=O)Nc3nccs3)cc2)c1` gave influenza NS1A 4.9%, M. tuberculosis HTS 5.9%, tuberculosis growth 33.9% and inhibitors of VEEV 0.9%.
O=C(NC1CCCC1)C(c1ccncc1)N(Cc1ccccc1)C(=O)c1ccc(-c2ccccc2)[nH]1 (configuration not stated) was read as influenza NS1A 2.5%, M. tuberculosis HTS 4.5%, tuberculosis growth 61.4%, Salmonella PhoP GFP 11.1% and inhibitors of VEEV 6.4%.
Screening Cc1ccc(CN2CCN(Cc3ccccc3C(F)(F)F)CC2)cc1 returned influenza NS1A 1.1%, M. tuberculosis HTS 7.7%, tuberculosis growth 9.9%, Salmonella PhoP GFP -4.0% and inhibitors of VEEV inactive.
Screening Cc1ccccc1CN1CCN(C/C=C/c2ccccc2)CC1 returned influenza NS1A 2.0%, M. tuberculosis HTS 3.7%, tuberculosis growth 1.3%, Salmonella PhoP GFP -4.9% and inhibitors of VEEV 0.5%.
For COc1ccc(N2CCN(C(c3cccs3)C(C)NC(=O)C(=O)N3CCOCC3)CC2)cc1 (configuration not stated) the results were influenza NS1A 4.8%, M. tuberculosis HTS 1.4%, tuberculosis growth 20.7%, Salmonella PhoP GFP -3.1% and inhibitors of VEEV inactive.
`CC1CCCC(=NNc2ccc3ccccc3n2)C1` (configuration not stated) gave influenza NS1A 3.0% and inhibitors of VEEV 3.4%.
COc1ccc(CN(Cc2cc3cc(OC)c(OC)cc3[nH]c2=O)C(=O)NC2CCCCC2)cc1 was read as influenza NS1A 1.9%, M. tuberculosis HTS -7.0%, tuberculosis growth 3.5%, Salmonella PhoP GFP -1.4% and inhibitors of VEEV 2.2%.

2 entries picked at random from those above, as already listed:
CCCOC(=O)C1=C(C)OC23OC(N)=C(C#N)C12C(=O)c1ccccc13 (configuration not stated) was read as influenza NS1A 7.2%, M. tuberculosis HTS -3.3%, tuberculosis growth 8.7%, Salmonella PhoP GFP -9.0% and inhibitors of VEEV 6.3%.
COc1ccc(CN(Cc2cc3cc(OC)c(OC)cc3[nH]c2=O)C(=O)NC2CCCCC2)cc1 was read as influenza NS1A 1.9%, M. tuberculosis HTS -7.0%, tuberculosis growth 3.5%, Salmonella PhoP GFP -1.4% and inhibitors of VEEV 2.2%.

More results
For O=C(NC(=S)Nc1ccc(N2CCCCC2)cc1)c1ccco1 the results were influenza NS1A 16.8%, M. tuberculosis HTS inconclusive, tuberculosis growth inconclusive, Salmonella PhoP GFP 8.8% and inhibitors of VEEV inactive.
Screening Nc1nc(N)c(N=Nc2ccc(S(N)(=O)=O)cc2)c(=O)[nH]1 returned influenza NS1A 24.3%, M. tuberculosis HTS 3.0%, tuberculosis growth -3.6%, Salmonella PhoP GFP -5.9% and inhibitors of VEEV inactive.
Screening COCc1cc(C)nc2sc(C(=O)N3CCCCC3)c(N)c12 returned influenza NS1A 0.3%, M. tuberculosis HTS -11.2%, tuberculosis growth 10.8%, Salmonella PhoP GFP -15.2% and inhibitors of VEEV 4.0%.
Screening Nc1c2c(nc3ccccc13)CCN(Cc1ccccc1)C2 returned influenza NS1A 5.4%, M. tuberculosis HTS -7.1%, tuberculosis growth 51.8%, Salmonella PhoP GFP -78.0% and inhibitors of VEEV inactive.
CCc1nnc(NC(=O)c2cc(-c3ccccn3)nc3ccc(Br)cc23)s1 was read as influenza NS1A 1.0%, M. tuberculosis HTS -1.5%, tuberculosis growth 61.9%, Salmonella PhoP GFP -11.8% and inhibitors of VEEV 10.1%.
C=C1CCC[C@]2(C)C[C@H]3OC(=O)C(CNCCN(CC)CC)[C@H]3CC12 (some centres not stated) was read as influenza NS1A -25.9%, M. tuberculosis HTS -0.9%, tuberculosis growth 26.2%, Salmonella PhoP GFP -9.2% and inhibitors of VEEV inactive.
`CCC(c1nnnn1C(C)(C)C)N1CCN(C2CCCC2)CC1` (configuration not stated) gave influenza NS1A -4.8%, M. tuberculosis HTS 2.9%, tuberculosis growth 3.6%, Salmonella PhoP GFP 1.6% and inhibitors of VEEV 0.2%.
Screening O=c1[nH]c2ccc(NS(=O)(=O)c3ccc([N+](=O)[O-])cc3)cc2[nH]1 returned influenza NS1A -15.9%, M. tuberculosis HTS 0.4%, tuberculosis growth 7.2%, Salmonella PhoP GFP 6.7% and inhibitors of VEEV 1.2%.

Compound activity as filed in PubChem BioAssay.
